Avidin bead fluor: green autofluorescence of compounds with avidin beads – biophysical, 488/530 nm, flow cytometry, artefact control, profiling panel; compound fluorescence 488/530 nm; stronger effect = higher value; fluorescence (KMESF) at 10 µM; 220,000 tested, 0.38% active; AID 1775, 2009; in the data active = fluorescence above about 47; also: inactives centre near 10
Mcl1-Noxa inh: Mcl-1/Noxa binding inhibitors, primary screen, biochemical, TR-FRET, 1536-well; Induced myeloid leukemia cell differentiation protein Mcl-1 (Homo sapiens), Q07820; TR-FRET Mcl-1/Noxa peptide binding, 2 h; AID 1022, 2008; inhibition, % at 21.7 µM; 220,000 tested, 1.5% active;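 active = compounds that cut the protein-peptide binding signal by more than 50% relative to plate controls in a single-dose test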;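 also: His-tagged Mcl-1 with rhodamine Noxa BH3 peptide and terbium anti-His antibody; 0% = Mcl-1 plus Noxa peptide wells and 100% = peptide-only wells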
Target sequence (Q07820 whole entry, looked up): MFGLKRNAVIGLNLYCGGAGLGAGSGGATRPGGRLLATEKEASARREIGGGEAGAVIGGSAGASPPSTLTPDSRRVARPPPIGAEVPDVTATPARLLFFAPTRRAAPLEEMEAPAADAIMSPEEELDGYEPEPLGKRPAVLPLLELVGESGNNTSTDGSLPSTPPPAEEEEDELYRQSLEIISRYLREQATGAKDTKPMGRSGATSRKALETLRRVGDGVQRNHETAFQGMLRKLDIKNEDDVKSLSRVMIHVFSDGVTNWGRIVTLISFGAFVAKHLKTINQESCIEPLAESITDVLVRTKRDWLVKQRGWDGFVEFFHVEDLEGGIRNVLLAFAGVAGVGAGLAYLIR
Mcl1 Bid PPI: Mcl-1/Bid binding inhibitors, primary screen, biochemical, TR-FRET, 1536-well. TR-FRET Mcl-1/Bid-Dy647 peptide binding. inhibition, % at 21.7 µM. 220,000 tested, 0.97% active;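 active = compounds that cut the binding signal by more than half at the single screening dose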;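 also: His-tagged Mcl-1 with europium anti-His antibody binding Bid BH3 peptide; 0% = Mcl-1 plus peptide wells and 100% = peptide-only wells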
* marks the source's active call; other numbers are inactive results; / = no result given.

SMILES | Avidin bead fluor | Mcl1-Noxa inh | Mcl1 Bid PPI
CCNC(=O)c1c(N)sc2c1CCCCC2 | / | 4 | 4
COC(=O)c1sc(N2C(=O)C(=O)/C(=C(/O)c3ccc(C)cc3)C2c2ccco2)nc1C (stereo unspecified) | / | 35 | -34
Nc1ccc(N)c(C(=O)O)c1 | / | 92* | 98*
NC(=O)c1ccccc1NC(=O)COc1ccc(Cl)cc1 | / | -6 | -17
COc1c(O)ccc2c1CN1CCc3cc4c(cc3C1C2)OCO4 (stereo unspecified) | / | 33 | -24
c1ccc(CN2OCC3Cn4c(nc5ccccc54)C32)cc1 (stereo unspecified) | / | 0 | -22
CC(OC(=O)Nc1cccc(Cl)c1)C(=O)O (stereo unspecified) | / | -5 | -11
Cc1[nH]ccc2c1[nH]c1cc(=O)ccc12 | 4 | 19 | -14
COc1cc(C(=O)OCCC(C)C)cc(OC)c1O | 5 | -20 | -21
Cc1cc(C)nc(S/C=C/C(=O)c2ccc(F)cc2)n1 | 8 | 2 | -14
NC(=O)CC(NC(=O)c1ccccc1)c1ccc(NCCOc2ccccc2)c([N+](=O)[O-])c1 (stereo unspecified) | 10 | 4 | -19
O=c1cc(-c2ccc(Cl)cc2)[nH]c2ccccc12 | 2 | 2 | -4
COc1ccc(/C=C/C(=O)Oc2cc(O)cc(O)c2)cc1 | 9 | 3 | -2
COc1ccccc1N1C(=O)CC(Sc2ccccc2N)C1=O (stereo unspecified) | 4 | -7 | -5
COc1ccc(N2CCN(Cc3nc4c(c(=O)[nH]c(=O)n4C)n3Cc3cccc(Cl)c3)CC2)cc1 | 8 | 23 | -98
COc1ccc(C2CC(=O)C(C(c3ccc(O)cc3)C3C(=O)CC(c4ccc(OC)cc4)CC3=O)C(=O)C2)cc1 (stereo unspecified) | 7 | 23 | -65
O=C(Nc1ccc(-n2cnnn2)cc1)c1cn2ccccc2n1 | 6 | -32 | -86
CC(=O)[C@@]1(O)C(C)CC2C3C=C(C)C4=Cc5c(cnn5-c5ccccc5)C[C@]4(C)C3C(O)C[C@@]21C (stereo partly specified) | 12 | 12 | -20
COC(=O)c1ccc(-c2ccc(OC)c([C@H]3[C@H]4C=CC[C@@H](C)[C@@H]4C(=O)N3Cc3ccccc3)c2)cc1 | 7 | -15 | -52
COCCNC(=O)c1cc(Sc2nnc(C)s2)nc2ccccc12 | 2 | 0 | -7

Exported with values ahead of the structure: entries from further up
| Avidin bead fluor | Mcl1-Noxa inh | Mcl1 Bid PPI | molecule |
| --- | --- | --- | --- |
| 5 | -20 | -21 | COc1cc(C(=O)OCCC(C)C)cc(OC)c1O |
| 10 | 4 | -19 | NC(=O)CC(NC(=O)c1ccccc1)c1ccc(NCCOc2ccccc2)c([N+](=O)[O-])c1 (stereo unspecified) |
| / | 35 | -34 | COC(=O)c1sc(N2C(=O)C(=O)/C(=C(/O)c3ccc(C)cc3)C2c2ccco2)nc1C (stereo unspecified) |

Continuation.
SMILES | Avidin bead fluor | Mcl1-Noxa inh | Mcl1 Bid PPI
C#CCOCCOCCOCCNc1nc(N2CCN(C(=O)[C@H](CCC(=O)O)n3cc(C(N)Cc4ccc(O)cc4)nn3)CC2)nc(N2CCN(C(=O)[C@H](CCCCN)n3cc(C(N)[C@H](C)CC)nn3)CC2)n1 (stereo partly specified) | 7 | 12 | -27
CCOC(=O)N1CCN(C(c2ccc(C)cc2)c2sc3nc(C)nn3c2O)CC1 (stereo unspecified) | 9 | 12 | -27
COc1cc(/C=C/CO)cc(OC)c1OC/C=C(\C)CCC=C(C)C | 10 | 10 | -84
CC#CCN1c2ccccc2[C@]23C[C@@H](C(=O)OC)N(C(=O)c4cc(C)oc4C)C2=NC(C(=O)OC)=C(C(=O)OC)[C@H]13 | 8 | -6 | -70
O=C(Cn1nc(C(=O)O)c2ccccc2c1=O)Nc1ccc2c(c1)C(=O)c1ccccc1C2=O | 13 | 80* | 75*
NC1=NC[C@H](c2ccccc2)N1CCc1cccc(F)c1 | 9 | 4 | -25
Cc1nc2ccccn2c1C(=O)N/N=C/c1ccc([N+](=O)[O-])cc1 | 8 | -8 | -20
C/C(=C/CCC(C)C1CCC2(C)C3CCC4C(C)(C)C(=O)CCC4(C)C3=CCC12C)C(=O)O (stereo unspecified) | 12 | 41 | -42
O=C1OCC2OC(O)C(O)C(O)C2OC(=O)c2cc(O)c(O)c(O)c2-c2c(O)c(O)c3oc(=O)c4c(c(O)c(O)c5oc(=O)c2c3c54)-c2c1cc(O)c(O)c2O (stereo unspecified) | 5 | 105* | -10
C=C(C)C(=O)Nc1cccc(C2=NOC3(C2)C[C@@H](C(N)=O)N(C(=O)c2cc([N+](=O)[O-])cc([N+](=O)[O-])c2)C3)c1 (stereo partly specified) | 9 | 46 | -111
CCOC(=O)N1CCN(C(=O)CS(=O)(=O)c2cn(Cc3ccc(F)cc3)c3ccccc23)CC1 | 8 | 4 | -51
Cc1cc(C)n(C(N)=NC(=O)c2ccc([N+](=O)[O-])cc2)n1 | 1 | -4 | 0
CCOC(=O)Nc1c(Cl)n(C)c(=O)n(C)c1=O | 8 | -5 | -66
O=C(O)c1ccccc1-c1ccccc1C(=O)Nc1ccc2c(c1)[nH]c(=O)c1ccccc12 | 6 | -10 | 2
N#Cc1ccc(C23CC4(C2)[C@H](CN(Cc2ccc(C(F)(F)F)cc2)[C@@H]4c2ccccc2)C3c2ccccc2)cc1 (stereo partly specified) | 8 | -3 | -61
COc1ccccc1C1=NOC(C)(c2sc(-c3ccc(Cl)cc3)nc2C)C1 (stereo unspecified) | 7 | -24 | -28
CCCCCCN(C(=O)CCCCCN1C(=O)NC(c2ccc(-c3ccccc3)cc2)C(C(=O)OCc2ccccc2)=C1C)C(C(=O)NCCCC)c1ccccc1 (stereo unspecified) | 10 | -3 | -18
Cc1ccc(N=Nc2c(O)ccc3n[nH]nc23)cc1 | 4 | 32 | -145
Cc1cccc(C)c1OCC(C)N (stereo unspecified) | 7 | -6 | -43
O=C(c1ccoc1)N1CCC2(CC1)Oc1ccc(Cl)cc1C(=O)C21CC(c2ccc(Cl)cc2)=NO1 (stereo unspecified) | 7 | -21 | -40
CC1OC(Oc2c(-c3cc(O)c(O)c(O)c3)oc3cc(O)cc(O)c3c2=O)C(O)C(O)C1O (stereo unspecified) | 2 | 44 | -37
O=c1c(OC2OC(CO)C(O)C(O)C2OC2OC(CO)C(O)C(O)C2OC2OC(CO)C(O)C(O)C2O)c(-c2ccc(O)c(O)c2)oc2cc(O)cc(O)c12 (stereo unspecified) | 6 | 19 | -85
N#Cc1c(C#N)c(O)c2ccccc2c1O | 7 | 32 | -201
COc1cc(NC2CCCCC2O)c2nc(-c3ccc(Cl)cc3)ccc2c1 (stereo unspecified) | 5 | -7 | -8
COC(=O)CC1c2ccccc2S(=O)(=O)N1Cc1ccccc1 (stereo unspecified) | 12 | 8 | -22
CN1C[C@@H]2C(c3ccc(Cl)nc3)C3(c4cccnc4)CC2(C3)[C@H]1c1ccccc1 (stereo partly specified) | 6 | 1 | -52
Cc1cccc(-n2ncc3c(N(C)C4CCCCC4)ncnc32)c1 | 7 | 10 | -33
O=C(NC(=S)Nc1ccccn1)c1ccccc1 | 6 | -9 | -40
Cc1nc2ccccc2c(=O)n1/N=C/c1ccc([N+](=O)[O-])o1 | 7 | 10 | -2
CC(C)[C@H](CO)Nc1nc(NCc2ccc(S(N)(=O)=O)cc2)c2ncn(C(C)C)c2n1 | 11 | -1 | -51
CCOc1ccc(/C=C/C(=O)c2ccccc2)cc1 | -1 | 0 | -6
CC(C)Nc1ccc(Cl)cc1[N+](=O)[O-] | 6 | -1 | -29
Nc1[nH]nc2nc(-c3ccccc3)[nH]c(=O)c12 | 6 | 9 | -27
COc1ccc(C2/C=C\CN(S(=O)(=O)c3ccc(C)cc3)[C@H](Cc3ccccc3)C(=O)N2Cc2ccc(F)cc2)cc1 (stereo partly specified) | 7 | -2 | -30
Cc1ccc(-c2csc3nc4ccc(C(=O)NCCO)cc4c(=O)n23)cc1 | 9 | 12 | -28
Cc1c(C(C)(C(=O)O)c2c(C)n(C)c3ccccc23)c2ccccc2n1C | 5 | -3 | -33
Cc1ccc(S(=O)(=O)NC(=O)Nc2nccs2)cc1 | 7 | -3 | -27
COc1ccc(NC(=O)CC(C)=O)c(OC)c1 | 9 | 0 | -73
CCCCCCN(C(=O)CCCCCN1C(=O)NC(c2cccc([N+](=O)[O-])c2)C(C(=O)OCc2ccccc2)=C1C)C(C(=O)NCCCC)c1ccc(OCC(=O)OC)c(C(=O)OC)c1 (stereo unspecified) | 11 | -15 | -36
CC1=CC(=Nc2c(C)n(C)n(-c3ccccc3)c2=O)C=CC1=O | 7 | 21 | -114

Filtered by structure, the entries above containing an aryl thioether with sulfur outside any ring (3)
SMILES | Avidin bead fluor | Mcl1-Noxa inh | Mcl1 Bid PPI
Cc1cc(C)nc(S/C=C/C(=O)c2ccc(F)cc2)n1 | 8 | 2 | -14
COc1ccccc1N1C(=O)CC(Sc2ccccc2N)C1=O (stereo unspecified) | 4 | -7 | -5
COCCNC(=O)c1cc(Sc2nnc(C)s2)nc2ccccc12 | 2 | 0 | -7

Next compounds.
SMILES | Avidin bead fluor | Mcl1-Noxa inh | Mcl1 Bid PPI
NC(=O)NC1NC(=O)NC1=O (stereo unspecified) | 6 | -11 | -8
O=C(NC1CC1)c1cc(-c2ccco2)nc2ccccc12 | 4 | 105* | 39
COC1=CC(=O)CC(C)C12Oc1cc(OC)cc(OC)c1C2=O (stereo unspecified) | 7 | 12 | -53
C=C(C)C(=O)N1CC2(CC(c3cccc(NC(=O)CCCCC)c3)=NO2)C[C@H]1C(N)=O (stereo partly specified) | 8 | -25 | -45
C1CN(c2nc(N3CCOCC3)nc(N3CCOCC3)n2)CCO1 | 7 | -3 | -29
N[C@@H](Cc1c[nH]c2ccccc12)C(=O)O | 9 | 4 | -43
CCOc1cccc2cc(C(N)=O)c(=N)oc12 | 5 | 3 | -13
COC(=O)C(C)N1CCC(=O)c2ccccc2S1(=O)=O (stereo unspecified) | 9 | 8 | -51
CCCCC1=CC2=CC(=O)C(C)(OC(=O)CC)C(=O)C2=CN1Cc1ccc2c(c1)OCO2 (stereo unspecified) | 12 | 4 | -59
Cc1ccc(N2CCN(CC(O)COc3cccc(C)c3)CC2)cc1 (stereo unspecified) | 6 | -1 | -131
CCCCC1=CC2=C(c3ccco3)C(=O)C(C)(OC(=O)c3ccc(OC)cc3)C(=O)C2=CN1CCOC (stereo unspecified) | 5 | 3 | -133
CCn1c2ccccc2c2cc(NC(=O)Nc3ccc([N+](=O)[O-])cc3C)ccc21 | 6 | -6 | -63
O=C(/C=C1\C(=O)Nc2ccccc21)/C=C1\C(=O)Nc2ccccc21 | 5 | 102* | 92*
OCc1nc2nc(Cl)c(Cl)nc2[nH]1 | 7 | 10 | 5
CCOc1cc(C2/C(=C(/O)c3ccc(OC)cc3)C(=O)C(=O)N2CC2CCCO2)ccc1O (stereo unspecified) | 5 | 38 | -6
O=C(CC1C=Cc2ccccc2N1C(=O)c1ccccc1)c1ccccc1 (stereo unspecified) | 10 | 6 | -37
O=C(O)c1cc2ccccc2c2cc(Br)ccc12 | 6 | 4 | 4
CCCc1c(-c2ccc(O)cc2)nn(-c2ccc(O)cc2)c1-c1ccc(O)cc1 | 6 | 26 | -12
Cc1cc(NNC(=O)Nc2cccc(Cl)c2)nc2c1c(C)nn2C | 5 | 13 | -28
COC(=O)c1cc(O)cc(OC)c1Oc1cc(C)cc(O)c1C(=O)O | 6 | 85* | -98
CC1C2Cn3c(nc4ccccc43)C1N(C(C)C)O2 (stereo unspecified) | 11 | -1 | -17
O=Cc1sc([O-])nc1-[n+]1ccc2ccccc2c1 | 8 | 7 | -15
CC1(C)Cc2c(c(N3CCCC3)nc3sc4c(N5CCNCC5)ncnc4c23)CO1 | 5 | 27 | 2
COC(=O)C1=C(C(=O)OC)[C@@H]2N(C)c3ccccc3[C@@]23C[C@@H](C(=O)OC)N(C(=O)COCc2ccccc2)C3=N1 | 6 | 12 | -98
CCCNC(=O)c1ccc(S(N)(=O)=O)cc1 | 5 | -6 | -13
c1ccc(CNc2nc(NCc3ccccc3)c3ccccc3n2)cc1 | 28 | 60* | 24
CN(C)CC(CCC(CN(C)C)C(=O)c1ccccc1)C(=O)c1ccccc1 (stereo unspecified) | 9 | 12 | -11
Oc1ccc(N=Nc2ccc3c(c2)OCO3)c2ccccc12 | 8 | -74 | -116
CC(C)(C)c1cc(NC(=O)NN2CCOCC2)nn1-c1c(Cl)cc(Cl)cc1Cl | 7 | 3 | -1
CCCCCCN(C(=O)CCCCCN1C(=O)NC(c2ccc(-c3ccccc3)cc2)C(C(=O)OCc2ccccc2)=C1C)C(C(=O)NCCCC)c1cccc(C(=O)OC)c1 (stereo unspecified) | 11 | -15 | -25
Oc1ccccc1-n1c(-c2ccccc2)ccc1-c1ccccc1 | 10 | 17 | -35
Nc1ccc(/C=C/c2ccc3ncccc3c2)cc1 | 8 | 25 | -128
CCOC(=O)c1c(NC(=O)CCNCc2ccco2)sc2c1CCC2 | 5 | 28 | 13
Nc1nc(N)nc(-c2ccccc2-c2nc(N)nc(N)n2)n1 | 6 | -5 | -12

Some of the entries above, set out differently:
SMILES	Avidin bead fluor	Mcl1-Noxa inh	Mcl1 Bid PPI
COC(=O)CC1c2ccccc2S(=O)(=O)N1Cc1ccccc1 (stereo unspecified)	12	8	-22
CN1C[C@@H]2C(c3ccc(Cl)nc3)C3(c4cccnc4)CC2(C3)[C@H]1c1ccccc1 (stereo partly specified)	6	1	-52
Cc1cccc(-n2ncc3c(N(C)C4CCCCC4)ncnc32)c1	7	10	-33

An excerpt (hit frequency here may not be typical).
